IDH1 R132H inh: blocks human mutant IDH1 R132H enzyme | Potency, µM (top dose mostly 76.6 µM), for the others: at the highest dose activity change, negative = inhibition, most hits filed as inhibitors | O75874 | IDH1-R132H enzyme, NADPH consumption, diaphorase/resazurin fluorescence | 390,000 compounds, 0.093% hits; also: % is scaled to controls: 0 for no effect and ±100 for the full control effect; nearly all actives have a fitted effect of over 65% in size
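IDH1-R132H (0.5 ug/mL) preincubated 30 min with compound, then NADPH (0.016 mM) and alpha-KG (2 mM) added; 80 min at RT, pH 7.5. Remaining NADPH coupled via diaphorase/resazurin to fluorescence (540/590 nm); concentration-response curves normalized to no-enzyme control.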
RXFP1 ag: agonists of human relaxin receptor RXFP1. Q9HBX9. HEK293T-RXFP1 cAMP TR-FRET, 30 min; response scale: percent of porcine relaxin response, buffer zero. Potency, µM (doses to about 57.5 µM), for the others: top-dose activation, most hits filed as activators. 370,000 compounds, 0.3% hits. AID 2676; also: % is scaled to controls: 0 for no effect and ±100 for the full control effect; nearly all actives have a fitted effect of over 60% in size; many of its hits are not listed in these tables
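HEK293 cells stably expressing RXFP1, treated 30 min at 37C with compounds plus PDE4 inhibitor Ro 20174; cAMP measured by HTRF TR-FRET. Normalized to buffer and 29 nM porcine relaxin; EC50 by Hill fit.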
RGS4 inh: human RGS4 inhibition. P49798. Transcreener GDP fluorescence polarization, RGS4-accelerated GTP hydrolysis. Potency, µM (titrated, usually from 114 µM), for inactives: at the top dose activity change, negative = inhibition, usual class: inhibitors. 390,000 compounds, 0.039% hits; also: % is scaled to controls: 0 for no effect and ±100 for the full control effect; nearly all actives have a fitted effect of over 75% in size; some results filed as inactive show a strong effect at the top dose
Target sequence (P49798 whole entry, looked up): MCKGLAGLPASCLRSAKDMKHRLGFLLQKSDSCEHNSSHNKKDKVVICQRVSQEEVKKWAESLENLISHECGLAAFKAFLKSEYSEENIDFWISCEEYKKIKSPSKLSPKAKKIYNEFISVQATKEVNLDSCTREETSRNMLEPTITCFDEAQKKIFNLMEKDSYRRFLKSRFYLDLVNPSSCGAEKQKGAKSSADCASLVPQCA
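MLSMR compounds (23 nl, pin-transferred) preincubated 10 min at room temperature with a 500nM (2x) first reagent, then RGS4 at 900nM (2x) plus Transcreener GDP mix added; fluorescence polarization (620/688 nm) read before and after 90 min at 30 °C.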
USP1 inh: blocks the human USP1/UAF1 deubiquitinase complex. O94782. recombinant USP1/UAF1, Ub-Rhodamine cleavage fluorescence. Potency, µM (doses to about 57.1 µM), for inactives: at the highest dose activity change, negative = inhibition, usual class: inhibitors. 390,000 compounds, 0.23% hits. AID 743255; also: % is scaled to controls: 0 for no effect and ±100 for the full control effect; nearly all actives have a fitted effect of over 60% in size; inactives centre near -12
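USP1/UAF1 complex (1 nM) preincubated 15 min at room temperature with compound, then Ub-Rho substrate (150 nM final) added. Kinetic fluorescence at 480/540 nm over 6 reads at 60 s intervals; 50 mM HEPES pH 7.8, 0.5 mM EDTA, 0.1 mg/ml BSA, 1 mM TCEP, 0.01% Tween-20.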
rTrxR1 inhibitor: blocks rat thioredoxin reductase 1 | recombinant rTrxR1, NADPH fluorescence consumption, selenite substrate | Potency, µM (top dose mostly 114 µM), inactives show at the highest dose activity change, negative = inhibition, hits mostly inhibitors | 390,000 compounds, 1% hits | AID 588453; also: % is scaled to controls: 0 for no effect and ±100 for the full control effect; nearly all actives have a fitted effect of over 65% in size
Target sequence (O89049 whole entry, looked up): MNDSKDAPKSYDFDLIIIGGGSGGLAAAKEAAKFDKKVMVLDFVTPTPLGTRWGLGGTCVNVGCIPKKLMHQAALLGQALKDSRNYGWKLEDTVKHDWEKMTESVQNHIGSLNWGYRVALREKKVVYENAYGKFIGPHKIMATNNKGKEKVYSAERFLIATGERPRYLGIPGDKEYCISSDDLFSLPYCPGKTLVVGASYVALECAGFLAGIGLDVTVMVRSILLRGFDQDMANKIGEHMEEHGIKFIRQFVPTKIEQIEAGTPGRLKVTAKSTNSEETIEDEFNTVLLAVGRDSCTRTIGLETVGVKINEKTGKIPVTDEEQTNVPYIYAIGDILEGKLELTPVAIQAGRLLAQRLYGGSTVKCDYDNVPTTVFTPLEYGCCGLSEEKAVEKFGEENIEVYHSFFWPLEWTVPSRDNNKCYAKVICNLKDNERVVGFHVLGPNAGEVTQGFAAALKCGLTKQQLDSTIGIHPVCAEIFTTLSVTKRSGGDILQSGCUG
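Rat TrxR1 (90 nM in the dispensed reagent) was pre-reduced with 400 uM NADPH for 5 min at room temperature, then incubated with compound for 15 min. After 400 uM selenite was added, NADPH fluorescence (Ex 340/Em 450 nm) was followed for 8 min.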
Vif-APOBEC3G blk: inhibitors of Vif-APOBEC3G interaction; 410,000 compounds, 0.076% hits; Potency, µM (top dose mostly 46.1 µM), without a hit: at the highest dose activity, negative = active, actives largely listed as inhibitors; HeLa A3G-eYFP + Vif (tagged APOBEC3G with the HIV-1 protein that degrades it), YFP fluorescence, overnight; Q9HC16;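 also: % is scaled to controls: 0 for no effect and ±100 for the full control effect; nearly all actives have a fitted effect of over 60% in size; hits raise eYFP signal because A3G escapes Vif-driven loss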
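Read-out is eYFP fluorescence (Ex 488/Em 500-530) from Vif-expressing HeLa A3G-eYFP cells; more signal means A3G escaped Vif-mediated degradation. Cells plated overnight, compound pinned in, incubated overnight at 37 deg C.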
ALOX12 inh: ALOX12 (human) lipoxygenase inhibition | P18054 | purified 12hLO, xylenol orange hydroperoxide absorbance | Potency, µM (doses to about 108 µM), for inactives: at the top dose activity change, negative = inhibition, most hits filed as inhibitors | 580,000 compounds, 1.1% hits | AID 1671190; also: % is scaled to controls: 0 for no effect and ±100 for the full control effect
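Purified human 12hLO (150 nM final) in 25 mM Hepes, 0.01% Triton X-100, pH 7.0 was preincubated 15 min at room temperature with compound. Then 40 uM arachidonic acid was added, 30 min. Hydroperoxide was read by Fe-XO absorbance ratio 573/405 nm.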
TrxR1 substrate: is turned over as a substrate by rat TrxR1. O89049. purified TrxR1 substrate turnover, NADPH consumption readout. Potency, µM (top dose mostly 114 µM), for inactives: top-dose activity change, negative = substrate turnover. 390,000 compounds, 0.01% hits. AID 588456; also: % is scaled to controls: 0 for no effect and ±100 for the full control effect; nearly all actives have a fitted effect of over 50% in size
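Rat TrxR1, dispensed at 90 nM, was prereduced with 400 uM NADPH (final) for 5 min at ~22 deg C, then incubated with compound 15 min before 400 uM selenite. A first-read NADPH fluorescence drop versus no-compound background flagged substrates.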
Vif-APOBEC3F blk: blocks the Vif interaction with APOBEC3F; Potency, µM (titrated, usually from 46.1 µM), for inactives: at the highest dose activity, negative = active; 390,000 compounds, 0.2% hits; HeLa A3F-eYFP + Vif (tagged APOBEC3F with the HIV-1 protein that degrades it), YFP fluorescence increase; also: % of control where 0% means no effect; nearly all actives have a fitted effect of over 65% in size
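HeLa cells stably expressing Vif plus C-terminally eYFP-tagged A3F were seeded, incubated overnight at 37 deg C, dosed with compound, incubated overnight again at 37 deg C. Yellow fluorescence (Ex 488/Em 500-530) reported blocked Vif-mediated A3F-eYFP degradation.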
* hit, by the source's call; ? = inconclusive; . = no result given; & = joins results of further samples; [ ] = another dose, or the depositor's remark. Calls follow the shape of the dose curve; as a rule, active = well fitted curve in the direction sought with a large enough effect; inconclusive = small, poorly fitted or top-dose-only effect, or another doubt; inactive = no such curve, though single readings can be large; an effect the other way counts as inactive or inconclusive. Potency is read from the fitted curve at half-maximal effect.

SMILES	IDH1 R132H inh	RXFP1 ag	RGS4 inh	USP1 inh	rTrxR1 inhibitor	Vif-APOBEC3G blk	ALOX12 inh	TrxR1 substrate	Vif-APOBEC3F blk
CCOC(=O)CSc1nnc(-c2cccc(Br)c2)o1	0.0%	-0.9%	-44.2%	-10.1%	5.7%[57.1 µM]	1.8%	-1.4%	7.4%[57.1 µM]	-8.5%
COC(=O)CN1CCN(C(c2ccccc2)c2ccccc2)CC1	0.2%	-0.7%	5.0%	0.2%	-9.9%	1.1%	-10.2%	3.7%[57.1 µM]	-0.8%
C=C(C)COc1ccc(-c2n[nH]c(C)c2-c2ccc(Br)cc2)c(O)c1	4.2%	-0.2%	-14.3%	-19.5%	18.5%	?	?	1.6%	-0.3%
COc1ccc(C(=O)n2nc(-c3ccc(OC)cc3)nc2N)cc1	-1.3%	1.0%	-18.9%	-19.0%	16.7%	-6.5%	-18.0%	13.4%	-9.8%
CCOc1cc(C)c(Cl)cc1S(=O)(=O)NCc1ccco1	5.3%	0.4%	-17.7%	1.7%	-4.3%[57.1 µM]	2.5%	8.2%	5.4%[57.1 µM]	-18.7%
CC(C)CC(NS(=O)(=O)c1ccc2c(c1)oc(=O)n2C)C(=O)NCc1cccnc1 (stereo not given)	3.7%	-1.2%	-4.3%	-14.3%	18.4%	6.1%	-10.0%	0.3%	2.4%
CC(Oc1cccc(Cl)c1)C(=O)Nc1cc(S(=O)(=O)N2CCCCC2)ccc1N1CCOCC1 (stereo not given)	0.9%	1.9%	-20.4%	-10.8%	1.1%	-2.7%	?	1.3%	1.4%
CN1C(=O)[C@H]2[C@@H](c3ccc(C(F)(F)F)cc3)N[C@]3(CCCN(Cc4cccn4C)C3=O)[C@H]2C1=O	-0.4%	.	.	-25.2%	.	-0.6%	?	.	-2.8%
Cc1cc(Cn2nc(-c3ccccc3)cc2C(=O)NCc2cccc(C(F)(F)F)c2)on1	2.3%	-0.8%	?	-8.6%	?	-8.8%	-14.7%	-9.9%	-5.8%
CCCSc1ccc([C@H]2N[C@@](C)(C(=O)OC)[C@H]3C(=O)N(CC)C(=O)[C@@H]23)cc1	4.0%	.	24.6%	21.9%	21.7%[57.1 µM]	4.4%	-4.6%	11.1%[57.1 µM]	6.4%
CCOC(=O)C1(NC(=O)C2(N3C(=O)c4ccccc4C3=O)CCCC2)CCCC1	0.0%	.	15.8%	-5.1%	22.5%	-1.9%	6.1%	13.9%[57.1 µM]	-10.9%
CCOC(=O)c1c(S(=O)(=O)NCC(=O)NCc2ccccc2Cl)c(C)n(C)c1C	-5.8%&-0.4%	-1.4%&8.2%	2.4%&-24.3%	-7.2%&-18.8%	-0.3%	1.1%&1.3%	16.4%&-28.4%	-11.3%	-3.5%&3.1%
CC(=O)C1=C(C)NC(C)=C(C(C)=O)C1c1ccccc1	4.4%	0.6%	-2.7%	-16.6%	23.5%[57.1 µM]	2.2%	3.1%	13.0%[57.1 µM]	0.0%
CCNS(=O)(=O)c1ccc(CCC(=O)NCc2ccc(C)cc2)cc1	7.1%	0.7%	-28.4%	-7.3%	17.9%[57.1 µM]	1.5%	-4.8%	-4.1%[57.1 µM]	12.5%
COc1ccccc1OCC(O)Cn1c(=N)n(CCN2CCCCC2)c2ccccc21 (stereo not given)	0.7%	-0.3%	-13.6%	-12.2%	-2.2%	3.2%	0.0%	-5.4%	0.2%
Fc1ccc(/C=C\c2nccc3c2[nH]c2ccccc23)cc1	-0.5%	15.6%	-16.2%	-21.0%	56.2%[activator]	-24.8%	-14.6%	67.2%[activator]	8.5%
CSc1ccccc1-n1nnnc1SCC(=O)Nc1ccccc1C	6.4%	2.1%	13.1%	-14.8%	24.4%	2.0%	-8.7%	7.5%	-2.6%
O=C(N/N=C/c1cccc(OC(=O)N2CCOCC2)c1)c1cccs1	3.4%	0.3%	-6.4%	-5.0%	-2.1%[57.1 µM]	-1.3%	3.3%	5.1%[57.1 µM]	1.9%
Cn1cc([N+](=O)[O-])c(C(=O)NC2CCCC2)n1	-7.2%	2.3%	-9.1%	-20.0%	8.4%	0.0%	0.0%	-1.9%	-8.0%
Cc1ccc(S(=O)(=O)CCC(=O)OC(C)C(=O)c2c(C)[nH]c3ccccc23)cc1 (stereo not given)	1.5%	0.5%	-18.7%	-15.2%	4.2%	0.1%	-9.7%	-0.8%	-15.9%
Cn1ccc2cc(S(=O)(=O)N3CCCN(C(=O)Nc4ccc(Br)cc4)CC3)ccc21	-23.6%	-2.0%	-10.8%	-23.3%	6.3%[57.1 µM]	1.7%	-24.7%	-4.5%[57.1 µM]	2.9%
O=S(=O)(c1ccccc1)N(Cc1nc(-c2ccccc2)no1)C1CCCCC1	5.9%	0.2%	-23.6%	-9.7%	31.6%[activator][57.1 µM]	-5.4%	123.2%[activator]	13.8%[57.1 µM]	-5.7%
CCOC(=O)c1ccccc1NC(=O)Cc1ccc(S(=O)(=O)N2CCCC2)s1	4.9%	.	22.3%	-9.6%	12.7%[57.1 µM]	0.6%	-11.6%	6.1%[57.1 µM]	-11.8%
Cc1nc(C(F)(F)F)c(C(=O)N=CN(C)C)s1	4.5%	2.2%	0.8%	-5.0%	19.9%[57.1 µM]	1.6%	-9.5%	5.7%[57.1 µM]	11.1%
CC(C)(C)C(C(=O)O)N1CCS(=O)(=O)CC1 (stereo not given)	8.3%	0.6%	-27.7%	-20.9%	2.9%[57.1 µM]	-0.9%	-3.4%	-2.3%[57.1 µM]	0.7%
SMILES	IDH1 R132H inh	RXFP1 ag	RGS4 inh	USP1 inh	rTrxR1 inhibitor	Vif-APOBEC3G blk	ALOX12 inh	TrxR1 substrate	Vif-APOBEC3F blk
O=C(CSc1nc2c(c(=O)[nH]1)CN(Cc1ccc3c(c1)OCO3)CC2)Nc1cc(F)ccc1F	1.3%	-4.4%	11.8%	1.4%	3.2%	4.5%	-3.8%&-22.9%	-1.0%	1.3%
COc1ccc(CCn2cnc(=O)c(C#N)c2C)cc1OC	3.0%	4.0%	-3.5%	-5.8%	15.2%[57.1 µM]	-1.4%	-4.9%	-21.4%[57.1 µM]	11.6%
Cc1cc(C)c(NC(=O)Cn2nnc(S(=O)(=O)c3ccc(C)c(C)c3)c2N)c(C)c1	-10.0%	3.1%	-20.8%	1.7%	41.2%[activator]	6.0%	-18.4%	6.7%	-7.7%
COc1cc(C=O)ccc1OCc1cccc(Br)c1	3.0%	0.3%	-23.5%	-21.6%	17.1%	-0.6%	-16.9%	4.2%	-1.8%
Cc1ccc(-n2cc(-c3ccccc3)[nH]c2=O)cc1F	1.5%	2.8%	-6.8%	-3.9%	3.3%[57.1 µM]	1.9%	-5.0%	-10.4%	1.5%
Cc1cc(C)cc(-n2ncc3c2CCCC3NC(=O)CCN2CCCC2=O)c1 (stereo not given)	4.0%	-1.0%	-3.2%	-7.9%	-8.4%	-0.5%	0.0%	-3.1%	1.8%
O=c1c2c3c(sc2n(Cc2ccc(F)cc2Cl)c(=O)n1-c1ccc(Cl)cc1)CCC3	4.6%	2.0%	-3.9%	-12.2%	21.9%	1.5%	-26.7%	10.0%	0.9%
Cn1nnc(NC(=S)NC(=O)c2cccs2)n1	7.1%	-0.2%	-45.1%	-13.6%	?	-5.6%	?	-5.2%	-4.8%
COc1ccc(NC(=O)c2ccc3nc(CCc4ccccc4)oc3c2)c(OC)c1	13.4%	0.0%	-12.9%	-11.3%	22.7%[57.1 µM]	-1.9%	-10.0%	10.7%[57.1 µM]	-7.9%
Cc1c(N)cc(C(=O)N2CCOCC2)cc1[N+](=O)[O-]	10.6%	4.9%	-53.0%	-15.7%	24.1%	-5.5%	-17.3%	8.2%	-3.4%
CCOC(=O)Cc1csc(NS(=O)(=O)c2ccc(Br)cc2)n1	-3.9%	0.3%	-5.0%	-19.5%	2.3%	-3.1%	-13.2%	-3.8%	-0.2%
CCOc1ccc(NC(=O)Cn2cc(C(=O)c3ccc(CC)cc3)c(=O)c3cc(OC)c(OC)cc32)cc1	8.7%	10.8%	-13.0%	-27.9%	7.6%	0.5%	-21.2%	-4.1%	-3.2%
Cc1cc(C)cc(NC(=O)C2CCN(S(=O)(=O)c3ccc4c(c3)oc(=O)n4C)CC2)c1	29.8%	0.8%	-27.4%	-10.7%	6.9%	-6.6%	?	-4.3%	0.6%
O=C(NC1CCCC1)c1c[nH]c2ccc(F)cc2c1=O	12.4%	0.9%	15.7%	-6.6%	-10.0%	-1.1%	?	-8.2%	1.7%

Source: PubChem

Not all compounds are listed; the hit share may differ from the screen's.
